High-throughput results as filed in PubChem.
Bcl-B TR3 displacers: displacers of TR3 peptide from Bcl-B, primary screen, selectivity assay for Bfl-1 inhibitor project, biochemical, fluorescence polarization | one-dose displacement, % at 20 µM; IC50 in µM for titrated hits | AID 748 | FP displacement of FITC-TR3 peptide from Bcl-B; higher % means a stronger effect | 96,000 tested, 0.11% active;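 active = displacement above 50% at 20 µM plus a fluorescence interference ratio under 1.5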;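 note: plate controls were wells without compound for no effect and wells lacking Bcl-B protein for full effect; a part of the inactive calls stands beside numbers as strong as those of hits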
PLAP inhibitors HTS: inhibition of human placental alkaline phosphatase – biochemical, luminescence, HTS (AID 690) | purified PLAP, luminescent substrate; higher % means a stronger effect | inhibition, % at 20 µM, or IC50 in µM where a hit was titrated | 96,000 tested, 0.08% active; in the data active = a potency from the dose series; inactive = the rest, 99 in 100 with inhibition below about 30%; note: strong numbers were not always called active
IL1B NFkB inh: blocks IL-1B driven NFkB nuclear translocation in HUVEC cells; 94,000 tested, 0.43% active; inhibition, % at 2 µM; HUVEC IL-1B NFkB p65 nuclear translocation imaging; AID 796;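 active = inhibition above about 30% together with a positive call from visual inspection of the well image, limit read from the data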;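 note: nuclear over cytoplasmic p65 intensity ratio measured by imaging; 0% = IL-1B stimulated DMSO wells and 100% = unstimulated DMSO wells; values of inactives mirror those of a sister screen read the other way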
MRP reversal: reverses drug resistance mediated by MRP. H69AR cells + 2 uM doxorubicin, CellTiter-Glo, 72 h. differential viability (reversal), % at 10 µM. 85,000 tested, 0.04% active. AID 602;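 active = viability drop by adding the cancer drug above about 55%, with treated viability meeting a 40% cutoff, limit read from the data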;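 note: viability without doxorubicin minus viability with 2 µM doxorubicin for each compound; larger differential means the compound sensitizes cells more to doxorubicin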
IL1B NFkB pot: enhances IL-1B driven NFkB nuclear translocation | HUVEC IL-1B NFkB p65 nuclear translocation imaging | AID 819 | 94,000 tested, 0.3% active | activation, % at 2 µM;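 active = activation above 40%, about the mean plus 3 SD, also judged a hit on visual image review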;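 note: percent activation is computed from the nuclear over cytoplasmic p65 intensity ratio; values of inactives mirror those of a sister screen read the other way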
MRP reversal cytotoxicity: also measured in MRP reversal; calls as there; viability, %; H69AR cells, CellTiter-Glo, 72 h; measured here: cytotoxicity without doxorubicin
MRP reversal with doxorubicin: also measured in MRP reversal; calls as there; viability, %; measured here: viability with 2 uM doxorubicin; hits give low values
IL1B NFkB inh cell count 2 µM: second read-out of IL1B NFkB inh, no call of its own (marks repeat the call); cell count; measured here: cells passing quality filter;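 raw number of nuclei counted in each imaged well without normalization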
IL1B NFkB pot cell count 2 µM: further read-out of IL1B NFkB pot, marked with its call; cell count; measured here: cells passing quality filter
* hit, by the source's call; . = not tested or not shown. This is a subset; the hit share may differ from the screen's.

Each structure is followed by: Bcl-B TR3 displacers	PLAP inhibitors HTS	IL1B NFkB inh	IL1B NFkB inh cell count 2 µM	MRP reversal	MRP reversal cytotoxicity	MRP reversal with doxorubicin	IL1B NFkB pot	IL1B NFkB pot cell count 2 µM
Cc1cc(C)cc(NC(=O)CN(Cc2ccccc2)S(C)(=O)=O)c1
→ .	.	2	120	4	102	98	-2	120
CSc1cccc(NC(=O)CN(Cc2ccc(Cl)cc2)S(C)(=O)=O)c1
→ 2%	-18%	-24	182	4	82	78	24	182
CCN1CCN(Cc2nc3c(c(=O)n(C)c(=O)n3C)n2Cc2cccc3ccccc23)CC1
→ -2%	-34%	-4	143	1	78	77	4	143
O=C(c1ccc(S(=O)(=O)N2CCCCCC2)cc1)N1CCC(CN2C(=O)c3cccc4cccc(c34)C2=O)CC1
→ -5%	.	-3	82	.	.	.	.	.
Cc1no[n+]([O-])c1COc1ccccc1/C=C1\NC(=S)NC1=O
→ -34%	-56%	-14	159	11	76	65	14	159
COc1ccc(C(=O)NC(=O)Nc2cc(C)ccn2)cc1
→ -10%	10%	-14	95	-11	40	51	14	95
CSc1nc(Oc2cccc(C(F)(F)F)c2)cc(C(F)(F)F)n1
→ -2%	-7%	3	124	.	.	.	-3	124
CCOC(=O)C1=C(C)N=C2c3ccccc3C(=O)C2C1c1ccccc1 (stereo not drawn)
→ 6%	-1%	6	142	.	.	.	-6	142
Cc1ccc(OCC(O)Cn2c(=N)n(CCN3CCCCC3)c3ccccc32)cc1 (stereo not drawn)
→ -15%	-78%	15	173	.	.	.	-15	173
Cc1cc(N2C(=O)CC(Cc3ccccc3)C2=O)no1 (stereo not drawn)
→ 4%	0%	4	103	1	89	88	-4	103
CC1CC(=O)NN=C1c1ccc(N(C)C)c([N+](=O)[O-])c1 (stereo not drawn)
→ -1%	9%	-2	125	.	.	.	2	125
CCCCn1nc(-c2ccccc2)c2nc3ccccc3nc21
→ 79%	2%	14	152	-2	81	82	-14	152
Cc1onc(-c2ccccc2)c1C(=O)N/N=C(\N)COc1ccc(Cl)cc1
→ -3%	-64%	-3	128	.	.	.	3	128
N#Cc1c(/N=C/c2cc3ccccc3s2)sc2c1CCC2
→ .	.	2	107	-8	66	74	-2	107
Cc1cc(C)n(C(=O)c2ccc(S(=O)(=O)N3CCCC3)cc2)n1
→ -6%	2%	0	90	-47	61	108	0	90
COc1nnc(-c2ccc(N3CCOCC3)c(NC(=O)C3CCCCC3)c2)c2ccccc12
→ -26%	-39%	-3	144	.	.	.	3	144
O=C(CNCCC1=CCCCC1)Nc1ccccc1N1CCCCC1
→ -9%	-46%	-12	118	3	77	73	12	118
O=C(Nc1nnc(C2CC2)s1)c1cc(S(=O)(=O)N2CCN(c3ccccc3)CC2)ccc1Cl
→ -10%	-2%	9	172	-14	60	74	-9	172
O=C(O)c1ccc(F)c(S(=O)(=O)Nc2ccccc2Cl)c1
→ 2%	11%	1	123	-3	94	97	-1	123
O=C(OCc1nnc(-c2ccccc2)o1)c1cc(=O)c2ccccc2o1
→ -19%	-8%	0	202	8	90	81	0	202
Cc1csc(C(C#N)C(=O)c2cc3ccccc3o2)n1 (stereo not drawn)
→ 0%	-4%	4	93	-15	87	102	-4	93
O=C(NCCCN1CCOCC1)c1ccccc1-c1ccccc1
→ -15%	-34%	3	91	12	97	85	-3	91
Cc1cc(C(=O)OCC(=O)Nc2cc(S(=O)(=O)N3CCOCC3)ccc2Cl)c(C)o1
→ 14%	-47%	-9	65	.	.	.	9	65
COc1ccc(N(C(=O)Cn2nnc3ccccc32)C2(C(=O)NC3CCCC3)CCCCC2)cc1
→ 5%	-31%	-11	115	.	.	.	11	115
O=C(CN1CCN(Cc2ccccc2Cl)C1=O)NC1CCCCCC1
→ -1%	-39%	4	46	4	89	85	-4	46
CC(CN1CCOCC1)OC(=O)c1ccc2c(c1)OCCO2 (stereo not drawn)
→ 1%	-4%	0	80	10	106	96	0	80
CC(C)NC(=O)c1c2c(nc3ccccc13)CCCC2
→ .	.	9	130	-63	33	97	-9	130
Cc1ccc(C(=O)COC(=O)c2cccs2)cc1
→ .	.	-9	136	2	95	93	9	136
Cc1cc(C)n(C(=O)CNC(=O)CCc2ccccc2)n1
→ -6%	-13%	-32	105	-11	84	95	32	105
CCSc1nc2c(c(-c3ccc(C)o3)c1C#N)CCCC2
→ .	.	-2	154	-12	81	93	2	154
Cc1ccc(S(=O)(=O)c2cc3c(=O)n4cccc(C)c4nc3n(CC3CCCO3)c2=N)cc1 (stereo not drawn)
→ -7%	-4%	.	.	1	40	39	.	.
Clc1ccc(OCc2cc(-c3ccccc3)no2)cc1Cl
→ -2%	47%	-7	142	.	.	.	7	142
CC1CCN(CCCn2c(=S)[nH]c3ccccc3c2=O)CC1
→ -16%	-26%	3	173	9	90	82	-3	173
CCOC(=O)C1CCN(C(=O)COc2ccc(Cl)cc2C)CC1
→ -8%	-83%	-6	141	12	94	82	6	141
O=C1CC(SCCO)C(=O)N1c1ccc(Oc2ccccc2)cc1 (stereo not drawn)
→ -3%	-30%	-11	118	16	95	78	11	118
COC(=O)C1=CN(C2CC2)C=C(C(=O)OC)C1c1ccc(C(=O)OC)cc1
→ -1%	-13%	.	.	-7	80	87	.	.
CC(=O)C1=C(C)NC(SCc2cccc([N+](=O)[O-])c2)=C(C#N)C1c1ccco1 (stereo not drawn)
→ -22%	20%	-4	161	.	.	.	4	161
COc1cccc(C2=NOC(C(=O)NC3CCCCC3)C2)c1 (stereo not drawn)
→ -2%	-14%	3	169	8	96	88	-3	169
Cc1occc1-c1nnc(SCC(=O)N(C)CCC#N)n1N
→ -12%	12%	-16	57	9	103	94	16	57
CC(=O)NCCOc1nc(N(C)C)nc(N(C)C)n1
→ 1%	17%	-12	168	-2	93	96	12	168
N#Cc1cc(Cl)c(N2CCOCC2)cc1C#N
→ 9%	-20%	-26	83	7	91	84	26	83
CCOc1cc(CNn2nnnc2N)cc(Cl)c1OCC(=O)NC(C)(C)C
→ -5%	-7%	-5	201	-4	85	89	5	201
Cc1ccc2c(n1)CC(C)(C)CC2=O
→ -7%	-7%	0	157	.	.	.	0	157
CC(C)NC(=O)CSc1nnc(C2CC2)n1-c1ccccc1
→ -12%	6%	29	187	3	93	90	-29	187
Cc1cc(C(=O)COC(=O)c2csc3c2CCCC3)c(C)n1C
→ -2%	20%	13	106	3	93	90	-13	106
O=C(Cn1nnc(-c2cccc(C(F)(F)F)c2)n1)N1CCCCCC1
→ -17%	-62%	3	126	13	86	72	-3	126
Cc1nn(Cc2ccccc2)c(C)c1NC(=O)c1cc2nc(-c3ccco3)cc(C(F)(F)F)n2n1
→ 11%	-63%	11	117	-3	50	53	-11	117
COc1ccc(CCC(=O)Nc2ccc(-c3noc(-c4ccc(OC)c(OC)c4)n3)cc2)cc1
→ -4%	-19%	4	125	-6	78	84	-4	125
C[C@H](N)c1nnc(SCC(=O)c2ccc(Cl)cc2)o1
→ -5%	-186%	-12	139	6	86	80	12	139
O=C(CCCn1c(SCC(=O)c2ccc(Cl)cc2)nc2ccccc2c1=O)NCc1ccco1
→ 5%	-4%	2	94	20	87	67	-2	94
COc1ccc(/C=N/n2c(SC)nnc2-c2ccccc2)c(OC)c1OC
→ -1%	-52%	-28	109	-41	30	71	28	109
CCOc1cc(/C=C2/C(=O)N(c3ccccc3)N=C2C)ccc1OC(=O)c1cccs1
→ -4%	8%	9	153	.	.	.	-9	153
CCC(c1nnnn1C1CCCC1)N(Cc1cccs1)Cc1cc2cccc(C)c2[nH]c1=O (stereo not drawn)
→ 0%	-37%	-14	110	18	41	23	14	110
CCOc1ccccc1CN1CCN(S(=O)(=O)CC)CC1
→ -2%	-9%	-18	128	7	100	93	18	128
Cc1ccc(C(=O)Cn2cnc3ccccc3c2=O)cc1
→ .	.	4	116	16	102	86	-4	116
COc1ccccc1Cc1nc(-c2ccc(C)cc2)no1
→ -7%	-8%	8	135	17	95	78	-8	135
Cn1c(=O)n(CCc2ccccc2)c(=O)c2c1nc1n2CCCN1CCc1ccccc1
→ -6%	-47%	-4	65	-23	92	116	4	65
CCCCCC(=O)N/N=C/c1cccs1
→ 1%	-8%	-9	144	.	.	.	9	144
CCCCCNCc1ccc(Br)cc1
→ -9%	7%	.	.	.	.	.	.	.
O=C(N/N=C/c1ccc(Sc2nc3ccccc3s2)c([N+](=O)[O-])c1)c1ccccn1
→ 4%	-6%	-23	177	.	.	.	23	177

Some of the entries above in a different format:
> CCOc1cc(/C=C2/C(=O)N(c3ccccc3)N=C2C)ccc1OC(=O)c1cccs1
  Bcl-B TR3 displacers: -4%; PLAP inhibitors HTS: 8%; IL1B NFkB inh: 9; IL1B NFkB inh cell count 2 µM: 153; MRP reversal: .; MRP reversal cytotoxicity: .; MRP reversal with doxorubicin: .; IL1B NFkB pot: -9; IL1B NFkB pot cell count 2 µM: 153

> CCC(c1nnnn1C1CCCC1)N(Cc1cccs1)Cc1cc2cccc(C)c2[nH]c1=O (stereo not drawn)
  Bcl-B TR3 displacers: 0%; PLAP inhibitors HTS: -37%; IL1B NFkB inh: -14; IL1B NFkB inh cell count 2 µM: 110; MRP reversal: 18; MRP reversal cytotoxicity: 41; MRP reversal with doxorubicin: 23; IL1B NFkB pot: 14; IL1B NFkB pot cell count 2 µM: 110

Other structures.
Each structure is followed by: Bcl-B TR3 displacers	PLAP inhibitors HTS	IL1B NFkB inh	IL1B NFkB inh cell count 2 µM	MRP reversal	MRP reversal cytotoxicity	MRP reversal with doxorubicin	IL1B NFkB pot	IL1B NFkB pot cell count 2 µM
C=C(C)Cn1c(C(C)NC(=O)CCC)nc2ccccc21 (stereo not drawn)
→ 2%	6%	.	.	11	90	79	.	.
CCOC(=O)c1ccc(N2C(=O)CC(Nc3ccc(CCO)cc3)C2=O)cc1 (stereo not drawn)
→ 4%	-3%	-6	177	18	99	81	6	177
COc1cc2c(C(=O)NC3CCCCCC3)cn(C)c(=O)c2cc1OC
→ 0%	11%	5	103	-17	50	67	-5	103
CC1Cc2ccccc2N1Cc1nc2scc(-c3cccs3)c2c(=O)[nH]1 (stereo not drawn)
→ -39%	-3%	-4	130	-5	89	94	4	130

A different layout for two compounds above.
mol	Bcl-B TR3 displacers	PLAP inhibitors HTS	IL1B NFkB inh	IL1B NFkB inh cell count 2 µM	MRP reversal	MRP reversal cytotoxicity	MRP reversal with doxorubicin	IL1B NFkB pot	IL1B NFkB pot cell count 2 µM
COc1cc2c(C(=O)NC3CCCCCC3)cn(C)c(=O)c2cc1OC	0%	11%	5	103	-17	50	67	-5	103
CC1Cc2ccccc2N1Cc1nc2scc(-c3cccs3)c2c(=O)[nH]1 (stereo not drawn)	-39%	-3%	-4	130	-5	89	94	4	130

Gathered by group: those above containing an aryl thioether with sulfur outside any ring
Each structure is followed by: Bcl-B TR3 displacers	PLAP inhibitors HTS	IL1B NFkB inh	IL1B NFkB inh cell count 2 µM	MRP reversal	MRP reversal cytotoxicity	MRP reversal with doxorubicin	IL1B NFkB pot	IL1B NFkB pot cell count 2 µM
CSc1cccc(NC(=O)CN(Cc2ccc(Cl)cc2)S(C)(=O)=O)c1
→ 2%	-18%	-24	182	4	82	78	24	182
CSc1nc(Oc2cccc(C(F)(F)F)c2)cc(C(F)(F)F)n1
→ -2%	-7%	3	124	.	.	.	-3	124
CCSc1nc2c(c(-c3ccc(C)o3)c1C#N)CCCC2
→ .	.	-2	154	-12	81	93	2	154
Cc1occc1-c1nnc(SCC(=O)N(C)CCC#N)n1N
→ -12%	12%	-16	57	9	103	94	16	57
CC(C)NC(=O)CSc1nnc(C2CC2)n1-c1ccccc1
→ -12%	6%	29	187	3	93	90	-29	187
C[C@H](N)c1nnc(SCC(=O)c2ccc(Cl)cc2)o1
→ -5%	-186%	-12	139	6	86	80	12	139
O=C(CCCn1c(SCC(=O)c2ccc(Cl)cc2)nc2ccccc2c1=O)NCc1ccco1
→ 5%	-4%	2	94	20	87	67	-2	94
COc1ccc(/C=N/n2c(SC)nnc2-c2ccccc2)c(OC)c1OC
→ -1%	-52%	-28	109	-41	30	71	28	109
O=C(N/N=C/c1ccc(Sc2nc3ccccc3s2)c([N+](=O)[O-])c1)c1ccccn1
→ 4%	-6%	-23	177	.	.	.	23	177
